# Source: PubChem
# M1 ag parental: M1 agonist counterscreen hit in parental CHO-K1 cells; Fluo-8 calcium fluorescence; scaled to maximal ATP response, vehicle zero; activation, % at 3 µM; 0.48% of 360,000 active; AID 602248; in the data active = activation above about 15%;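 also: untransfected CHO-K1 host cells lacking M1 receptor as counterscreen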
# M1 PAM parental: nonselective activator or artifact in parental CHO-K1 calcium assay; ATP EC20, Fluo-8 calcium fluorescence; 0% at ATP EC20, 100% at ATP max; activation, % at 3 µM; 0.02% of 360,000 active;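 active = activation above the run cutoff, the mean activation of all test compounds plus 3 SD, cut at about 40% in these data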;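 also: peak over basal fluorescence ratio in a 140 s read after ATP addition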
# M4 ag: agonists of human muscarinic M4 receptor (CHRM4); CHO-K1 hM4/Gqi5, Fluo-8 calcium fluorescence; vehicle 0%, full acetylcholine response 100%; 0.14% of 360,000 active; AID 624127; activation, % at 3 µM;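 active = activation above the run mean over all test wells plus 3 SD, cut at about 32% in these data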;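 also: peak over basal fluorescence ratio per well then scaled between controls; 0% = DMSO wells and 100% = acetylcholine at EC100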
# Target sequence (P08173 whole entry, looked up): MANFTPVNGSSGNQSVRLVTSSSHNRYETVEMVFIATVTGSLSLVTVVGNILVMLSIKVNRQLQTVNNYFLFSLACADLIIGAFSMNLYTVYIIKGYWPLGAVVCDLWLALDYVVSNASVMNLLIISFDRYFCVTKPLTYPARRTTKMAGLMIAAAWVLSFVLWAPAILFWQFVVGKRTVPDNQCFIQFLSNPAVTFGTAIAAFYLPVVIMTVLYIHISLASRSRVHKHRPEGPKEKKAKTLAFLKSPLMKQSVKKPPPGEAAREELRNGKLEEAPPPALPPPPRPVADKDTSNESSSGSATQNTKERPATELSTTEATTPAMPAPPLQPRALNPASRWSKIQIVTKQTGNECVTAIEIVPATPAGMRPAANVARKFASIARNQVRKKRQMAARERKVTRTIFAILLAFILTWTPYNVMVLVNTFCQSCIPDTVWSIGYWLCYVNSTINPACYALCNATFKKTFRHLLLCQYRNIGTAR
# M5 ag: CHRM5 agonism in calcium assay | P08912 | CHO-K1 hM5 cells, Fluo-8 calcium fluorescence; 0% DMSO wells, 100% maximal acetylcholine response | activation, % at 3 µM | 0.19% of 360,000 active | AID 624037;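 active = activation above the run's mean over test compounds plus 3 SD, cut at about 23% in these data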;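 also: signal is peak over basal fluorescence ratio across the kinetic read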
# Target sequence (P08912 whole entry, looked up): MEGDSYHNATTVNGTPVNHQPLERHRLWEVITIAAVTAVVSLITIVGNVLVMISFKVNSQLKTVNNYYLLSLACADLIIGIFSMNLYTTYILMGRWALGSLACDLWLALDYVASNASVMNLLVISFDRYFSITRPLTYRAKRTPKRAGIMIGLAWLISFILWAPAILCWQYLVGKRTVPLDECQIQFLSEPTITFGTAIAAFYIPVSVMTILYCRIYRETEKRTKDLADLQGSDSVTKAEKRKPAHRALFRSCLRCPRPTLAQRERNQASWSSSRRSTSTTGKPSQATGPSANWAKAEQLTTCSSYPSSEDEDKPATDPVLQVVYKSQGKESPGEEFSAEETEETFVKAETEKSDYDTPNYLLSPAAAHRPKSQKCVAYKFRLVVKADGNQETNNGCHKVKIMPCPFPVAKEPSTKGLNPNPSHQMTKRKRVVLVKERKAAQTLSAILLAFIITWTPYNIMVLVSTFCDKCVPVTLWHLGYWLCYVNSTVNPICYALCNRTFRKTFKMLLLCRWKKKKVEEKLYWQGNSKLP
# CHO-K1 Ca antag: counter-screen for M1 antagonists: effect in parental CHO-K1 cells; inhibition, % at 3 µM; AID 602250; ATP-induced calcium, Fluo-8 fluorescence; 0.6% of 360,000 active;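 active = inhibition above a per-plate cutoff, the plate's mean sample inhibition plus 3 SD, cut at about 24% in these data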;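 also: 0% = DMSO plus EC80 ATP and 100% = DMSO alone without ATP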
# CHRM5 antagonist: antagonists of human muscarinic M5 receptor (CHRM5); CHO-hM5 cells, Fluo-8 calcium fluorescence, ACh EC80; inhibition, % at 3 µM; 0.59% of 360,000 active;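 active = inhibition above a per-plate cutoff, the mean of that plate's test compounds plus 3 SD, cut at about 27% in these data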;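 also: 0% = acetylcholine EC80 with DMSO and 100% = DMSO without agonist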
# M4 antag: antagonists of human muscarinic M4 receptor (CHRM4) | P08173 | CHO-hM4 cells, ACh EC80, Fluo-8 calcium fluorescence | inhibition, % at 3 µM | 0.73% of 360,000 active;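 active = inhibition above its plate's cutoff, the mean inhibition of sample wells plus 3 SD, cut at about 27% in these data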;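 also: 0% = acetylcholine EC80 with DMSO and 100% = DMSO without agonist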
# M5 PAM: CHRM5 positive allosteric modulation | P08912 | activation, % at 3 µM | CHO-K1 hM5, Fluo-8 calcium, ACh EC20 PAM; 0% = ACh EC20, 100% = ACh EC100 | AID 624038 | 0.3% of 360,000 active;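 active = activation above the run cutoff, the mean activation of all test compounds plus 3 SD, cut at about 18% in these data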
#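 system = human M5 receptor in CHO-K1 cells | compound = one concentration, 3 µM final (nominal) | schedule = Post-acetylcholine fluorescence recording 140 s | signal = Fluo-8 calcium dye fluorescence, kinetic read | benchmarks = low control EC20 acetylcholine (0%), high control EC100 acetylcholine (100%) | repeats = singlicate, one well per test compound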
# M4 PAM: potentiates acetylcholine response at human M4 receptor. activation, % at 3 µM. CHO-K1 hM4/Gqi5, Fluo-8 calcium fluorescence, ACh EC20; 0% = ACh EC20, 100% = maximal ACh. 0.4% of 360,000 active;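 active = activation above its plate's cutoff, the mean activation of sample wells plus 3 SD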; also: some results filed as inactive read as strong as hits
# * marks the source's active call; other numbers are inactive results.
molecule	M4 ag	M1 ag parental	CHRM5 antagonist	M5 ag	M4 antag	M1 PAM parental	M4 PAM	M5 PAM	CHO-K1 Ca antag
CNS(=O)(=O)c1cc(-c2nnc(Nc3ccc(NC(C)=O)cc3)c3ccccc23)ccc1C	0	0.5	4	-1	-5	8	5	1	-12
COC(=O)Cc1ccc(OC2(C)CCN(Cc3ccccc3)C2)cc1 (stereo unspecified)	0	0.9	12	-3	63*	16	-13	-10	-10
C/C=C/C(=O)Nc1ccc(N2CCN(c3ccc(C(F)(F)F)cn3)CC2)nc1	2	0.2	7	-3	-14	9	-4	-4	-9
CC(=O)Nc1ccc(/C=N/NS(=O)(=O)c2cc(C)ccc2C)cc1	0	1.1	-8	3	-1	8	9	5	-15
O=C(OCc1nnc(-c2ccccc2)o1)C1CCN(S(=O)(=O)c2cccs2)CC1	8	2.1	-4	-3	4	-7	-4	-9	11
O=C(CN1C(=O)c2ccccc2S1(=O)=O)N1CCCCC1	0	1.1	4	-1	-10	-6	-1	-2	18
CCOc1cc(S(=O)(=O)N(CC)CC)c(OCC)cc1-n1cnnn1	2	1.1	-2	2	-7	11	11	-2	-20
Cc1ccc(C(=O)Nc2ccccc2C(=O)NC(CC(=O)O)C(=O)O)cc1 (stereo unspecified)	-1	-0.1	-2	-2	-8	7	10	0	-13
Cc1ccccc1NC(=S)NCc1cccs1	1	0.5	-6	-5	-1	20	7	-7	-14
O=C(NC1=NCCS1)NC12CC3CC(CC(C3)C1)C2	1	0.0	5	2	3	-5	6	-1	-13
CC(NC(=O)C1CCC1)c1ccccc1 (stereo unspecified)	1	-0.3	2	1	-4	15	4	0	-3
CCOC(=O)C(Cc1ccc(OC)c([N+](=O)[O-])c1)NC(=O)CCC(=O)Nc1ccc(C)cc1 (stereo unspecified)	1	0.5	9	-2	0	2	3	2	-12
COc1cc(O)c(C=Nc2ccccc2NS(=O)(=O)c2ccc(C)cc2)c(OC)c1	1	0.4	6	-1	-4	1	7	-2	-8
CC(=O)Nc1cncc(-c2cccc(C(=O)NC3CC3)c2)n1	2	0.3	2	0	-2	10	3	-2	-1
COc1ccccc1CN(C)C[C@H]1OCc2cnnn2CCCC(=O)N([C@H](C)CO)C[C@@H]1C	1	0.3	-9	0	-7	-8	0	4	20
Cc1c(OCC(=O)NC(Cc2ccc(Cl)cc2)C(=O)O)ccc2c1oc(=O)c1ccccc12 (stereo unspecified)	1	-0.1	6	1	-9	15	8	0	1
Cc1cccn2c(=O)c3cc(C(=O)NCC4CCCO4)c(=N)n(Cc4ccc(F)cc4)c3nc12 (stereo unspecified)	19	0.0	-2	-7	-28	7	1	7	-12
CN(Cc1ccccc1)S(=O)(=O)c1nnc(NC(=O)c2ccc(F)cc2)s1	7	3.0	9	-5	3	22	-3	-3	-12
CCn1c(CNC(=O)C2CCCCC2)cc2cc(C)ccc21	1	0.1	1	0	-18	-25	0	-2	13
O=C(NC1CCCC1)c1ccc(Cl)c(S(=O)(=O)N2CCOCC2)c1	1	1.6	7	-1	-12	15	2	-2	-18
CCN(CC)CCOc1c(Br)ccc2c1sc1nc3n(c(=O)c12)CCC3	0	-0.3	-6	-3	-1	-4	-4	7	3
CC[C@]1(C(=O)OC)[C@H]2C(=O)N(C)C(=O)[C@H]2[C@H]2CN=C(SCc3ccc(OC)cc3)N21	2	0.7	-8	0	-4	15	15	3	-12
Clc1ccc(CN2CCCCCCC2)cc1	1	-0.4	3	-7	2	13	1	1	-2
CC(=O)OCc1c(F)c(F)c(-n2nc(C)cc2C)c(F)c1F	0	-0.4	0	-6	-9	-4	-5	5	-9
O=C(CN1C(=O)NC(Cc2ccccc2)C1=O)Nc1ccc(F)c(F)c1F (stereo unspecified)	2	0.4	-6	5	-10	-7	2	9	-2
O=C(CN1CCN(c2ccc(F)cc2)CC1)Nc1nccs1	1	4.2	7	-3	1	10	0	-4	6
C=CCCCCCCCCc1nc(SCC(=O)O)n[nH]1	0	0.5	4	0	3	3	3	5	11
COc1ccc(S(=O)(=O)N2CCN(CC(=O)Nc3cc(Cl)ccc3Cl)CC2)cc1	1	0.4	-3	0	-4	4	7	-2	-14
CCOc1ccc(N(C)S(=O)(=O)c2ccc(C)c(C(=O)NCc3ccccc3OC)c2)cc1	5	0.8	11	-7	-3	-14	-4	-15	-10
O=C(c1ccccc1NS(=O)(=O)c1cccc([N+](=O)[O-])c1)N1CCOCC1	2	0.3	0	2	22	15	10	-1	-4
O=C(CSc1ccccc1)N1CCN(c2ccc(F)cc2)CC1	2	1.0	-6	6	7	-16	14	8	7
COc1cccc(OCc2cc(C(=O)N3CCN(c4ccccc4O)CC3)no2)c1	11	3.8	8	1	-11	-14	-6	-5	-13
Cc1ccc(C)c(Cc2c(C)nc(C)[nH]c2=O)c1	2	0.7	-1	-4	-10	7	9	4	8
O=c1cc(CN(Cc2ccccc2)Cc2ccccc2)c2c(ccc3ccccc32)o1	0	0.6	7	-1	-6	11	3	-7	-16
Cn1nc(C(=O)N2CCCc3ccccc32)c2ccccc2c1=O	0	0.4	5	-1	-9	15	14	14	-20
CC(C)(C)c1ccc(C2CC2C(=O)N/N=C\c2cc3ccccc3nc2Cl)cc1 (stereo unspecified)	0	0.1	2	0	-2	9	16	-4	1
COc1ccccc1OCCNC(=O)CNC(=O)c1ccc2c(c1)OCO2	2	0.0	-2	4	-9	-21	20	0	12
Cc1cccc(C)c1OCc1nnc(SCC(=O)Nc2cccc(C(=O)N3CCOCC3)c2)n1C	2	0.5	9	0	10	4	0	-7	1
O=C(NCc1ccc2c(c1)OCO2)c1ccc(-c2ccc(Cl)cc2)o1	2	-0.1	6	1	0	-13	-12	-11	14
CCCCCC1CCC(c2n[nH]c(=S)n2C)CC1 (stereo unspecified)	0	0.0	6	-3	-2	0	0	-2	4
CCOc1cc(S(=O)(=O)NC2CC(C)(C)NC(C)(C)C2)ccc1F	1	-0.4	-10	1	10	13	-3	4	-6
Cc1ccc2c(c1)n([O-])c1c([n+]2=O)CCCC1	0	0.0	-4	-4	0	13	6	1	-9
CNc1nnc(-c2cccc(N(C)C)c2)s1	3	0.7	7	-7	2	3	-3	-6	-12
CCOC(=O)c1sc(=S)n(-c2ccc(C)cc2)c1SC	-4	-0.1	-2	-6	1	14	1	-1	-5
COc1ccc(N=C2NC(=O)/C(=C/c3ccco3)S2)cc1	4	1.3	0	1	-7	14	-3	1	-8
CCOC(=O)c1ccc(NC(=O)CCOc2ccc(OC)cc2)cc1	0	1.4	3	-1	3	18	0	-3	-6
COc1ccccc1N=Cc1nc(-c2ccccc2)oc1OC(C)=O	1	0.6	-4	-2	3	22	8	-4	-13
COc1cccc(C(c2c(C)[nH]n(-c3ccccc3)c2=O)c2c(C)[nH]n(-c3ccccc3)c2=O)c1O	5	0.4	5	6	16	0	13	8	-4
Cc1ccc(CN2CCN(Cc3ccc(-n4cccn4)cc3C)CC2CCO)cc1 (stereo unspecified)	4	0.9	-15	-6	-12	16	-4	-4	-10
CN(C)c1ccc(C(O)P(=O)(OCc2ccccc2)c2ccc(N(C)C)cc2)cc1 (stereo unspecified)	5	2.7	11	2	-1	1	-4	-2	-6
COc1ccc(CN2C(=O)C(CC(=O)NC3CC3)CC(C(=O)N3CCOCC3)=C2C)cc1 (stereo unspecified)	0	-0.2	4	-1	-1	-6	7	5	-3
COc1cc(/C=N/NC(=O)c2ccncc2)ccc1OC(=O)c1cccc(Br)c1	3	4.1	8	1	4	-2	-8	0	-4
Cc1ccc(C(=O)N/N=C\c2ccncc2)s1	0	0.1	4	1	10	-4	-5	-6	-5
CC(=O)Nc1nc(-c2ccccc2)c(-c2ccccc2)o1	1	-0.2	-17	-2	1	-6	-5	-1	7
O=C(NCc1cccc(Cl)c1)C1CCN(c2nnc(N3CCCC3=O)s2)CC1	2	0.7	2	-1	6	12	-3	2	1
COC(=O)c1ccc(CSc2nnc(-c3c[nH]c4ccccc34)n2C)o1	2	0.9	-2	2	2	-2	-4	-3	1
CC(/C=N/NC(=O)c1ccncc1)=C\c1ccco1	0	0.5	-1	-1	12	16	-13	1	-7
CC(C1CC1)N(Cc1ccccc1)C(=S)Nc1ccccc1 (stereo unspecified)	1	0.3	8	-4	-2	16	-4	-4	-8
O=C1N/C(=N\N=C\c2cccs2)SC1Cc1ccc(Cl)c(Cl)c1 (stereo unspecified)	2	0.0	-2	-4	-1	12	-1	-5	-7
COCCNC(=O)c1ccc(CSc2nc3ccccc3s2)cc1	8	6.2	8	0	7	18	-2	-2	-18

# Continued, starting with the last 4 of the part before.
molecule	M4 ag	M1 ag parental	CHRM5 antagonist	M5 ag	M4 antag	M1 PAM parental	M4 PAM	M5 PAM	CHO-K1 Ca antag
CC(/C=N/NC(=O)c1ccncc1)=C\c1ccco1	0	0.5	-1	-1	12	16	-13	1	-7
CC(C1CC1)N(Cc1ccccc1)C(=S)Nc1ccccc1 (stereo unspecified)	1	0.3	8	-4	-2	16	-4	-4	-8
O=C1N/C(=N\N=C\c2cccs2)SC1Cc1ccc(Cl)c(Cl)c1 (stereo unspecified)	2	0.0	-2	-4	-1	12	-1	-5	-7
COCCNC(=O)c1ccc(CSc2nc3ccccc3s2)cc1	8	6.2	8	0	7	18	-2	-2	-18
O=C(COc1ccc(Nc2ccccc2)cc1)OCC(=O)N1CCCCC1	7	7.4	-1	0	5	0	-11	-3	-6
Cc1ccc(C)n1-c1nn(S(=O)(=O)c2cccc3cccnc23)c2cccc(F)c12	-1	1.4	11	-7	2	14	-3	-6	-9
O=C(Nc1ccncc1)c1cccs1	1	0.2	-2	-10	2	0	-2	-14	11
COC(=O)c1c(C(C)=O)cnc2ccc(Br)cc12	1	0.3	0	3	-1	5	11	2	8
CCN1C(=O)c2cccc3c(S(=O)(=O)Nc4ccccc4OC)ccc1c23	30	11	15	7	14	12	-33	-19	11
COc1cc2cc(OC(C)=O)c3cc4c(cc3c2c(OC)c1OC)OCO4	2	1.1	1	3	2	15	20	-2	-24
O=C(Cc1ccccc1)N1CCN=C1SCc1cccc([N+](=O)[O-])c1	2	0.4	9	-4	3	10	-6	-5	-6
Nc1nonc1C(=O)NCCNCc1c(OCc2ccccc2F)ccc2ccccc12	20	5.4	12	-1	14	13	-25	-16	-6
O=C(NCc1ccco1)c1ccc(Cn2cc([N+](=O)[O-])cn2)o1	1	0.4	-6	-1	10	-11	2	1	13
Cc1ccc(C(C#N)N2CCOCC2)cc1 (stereo unspecified)	0	0.4	-1	1	2	13	3	6	-24
COc1ccccc1/C=N/N(C(C)=O)c1nc(-c2ccc(F)cc2)cs1	3	1.1	-8	-7	-10	13	-3	5	-7
O=C(c1cnsn1)N1CCCC(Nc2ccc(F)c(F)c2)C1 (stereo unspecified)	1	0.0	-2	-2	-10	11	2	0	-3
